Bioassay records (PubChem BioAssay)
Ba/F3 V617F tox – lowers viability of Ba/F3 cells expressing EpoR and JAK2V617F; ATP luminescence; inhibition, % at 5.6 µM; actives 1.1% (n = 220,000); AID 1446;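 active = inhibition above the campaign mean plus 3 SD over all tested compounds, cut at about 24% in these data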;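 note: cytokine-independent growth of Ba/F3 cells driven by EpoR plus mutant JAK2; 0% = DMSO-treated cells and 100% = JAK inhibitor I control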
TRPML3 ag – agonists of human TRPML3 channel; HEK293 TRPML3-YFP, Fluo-8 calcium fluorescence; 100% = the carbachol control signal; Q8TDD5; actives 0.29% (n = 220,000); activation, % at 3 µM; AID 1448;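 active = activation above its plate's cutoff, the mean activation of the plate's test wells plus 3 SD, cut at about 12% in these data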;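 note: 0% = DMSO only wells and 100% = carbachol wells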
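Test system: TRPML3-YFP stable HEK293 cells. Doses: single point at 3 µM. Incubation: dye loading 1 h 37 °C then 30 min ambient, 125 s read. Signal: Fluo-8 calcium dye fluorescence, ex 470-495, em 515-575 nm. Measure: percent activation from peak-to-basal fluorescence ratio, scaled between DMSO and carbachol.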
CHOP inhibitor – inhibitors of CHOP induction in ER stress response; CHO-K1 CHOP-promoter luciferase, tunicamycin-induced, 15-18 h; inhibition, % at 10 µM; AID 2732; actives 3.8% (n = 220,000);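 active = compounds that reduced the stress-induced luciferase reporter signal by more than about 70% of percent inhibition, limit read from the data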;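 note: 0% = tunicamycin plus vehicle and 100% = wells without tunicamycin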
zfTRPN1 agonist – activates the zebrafish TRPN1 channel | HEK293 zebrafish TRPN1-YFP, Fluo-8 calcium fluorescence; 100% = response to 87 µM carbachol | activation, % at 3 µM | actives 0.18% (n = 220,000) | AID 1424;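 active = activation above its plate's cutoff, the mean activation of test wells on that plate plus 3 SD, cut at about 19% in these data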;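 note: 0% = DMSO alone and 100% = 87 µM carbachol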
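Material – zebrafish TRPN1-YFP in HEK293 cells · Doses – 3 µM single point · Schedule – dye 1 h 37 °C plus 30 min RT · Signal – Fluo-8 calcium fluorescence, excitation 470-495 nm, emission 515-575 nm · Read-out – % activation versus carbachol response · Control set – carbachol high, DMSO low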
PPC-1+TRAIL kill – compounds killing PPC-1 cancer cells with TRAIL present (potentiator screen, no TRAIL-free arm). PPC-1 cells + TRAIL, ATPLite viability luminescence. cell killing (% activity), % at 4 µM. actives 0.41% (n = 220,000). AID 1443;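 active = cell killing above 50% in the first pass at 4 µM, then a duplicate retest at 5 µM averaging 50% or more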;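 note: plate controls were cells with TRAIL plus DMSO for no effect and medium-only wells lacking cells for full effect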
TNF necrop inh – TNF-alpha cell death inhibition in Jurkat FADD-/- cells | Jurkat FADD-/- TNF necroptosis rescue, ATP luminescence, 24 h; 0 = TNF only, 100 = no-TNF cells | activation (protection from cell death), % at 10 µM | actives 0.068% (n = 220,000) | AID 463075;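 active = activation, meaning protection from cell death, of at least 50% relative to plate controls; inactive = activation below 50%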;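 note: necroptosis triggered by 40 ng/mL TNF-alpha added together with compound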
Wee1 stabilizer – inhibitors of human Wee1 degradation; actives 1.2% (n = 220,000); P30291; HeLa Luc-Wee1K328M stability, luciferase luminescence; 100% = proteasome inhibitor MG132 effect; reporter increase, % at 5 µM;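 active = activation above the mean of all tested compounds plus 3 SD, set per screening run, cut at about 8.8% in these data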;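 note: cells exposed to compound for 20 h before luminescence read; 0% = DMSO alone and 100% = MG132 at 30 µM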
Target sequence (P30291 whole entry K328M): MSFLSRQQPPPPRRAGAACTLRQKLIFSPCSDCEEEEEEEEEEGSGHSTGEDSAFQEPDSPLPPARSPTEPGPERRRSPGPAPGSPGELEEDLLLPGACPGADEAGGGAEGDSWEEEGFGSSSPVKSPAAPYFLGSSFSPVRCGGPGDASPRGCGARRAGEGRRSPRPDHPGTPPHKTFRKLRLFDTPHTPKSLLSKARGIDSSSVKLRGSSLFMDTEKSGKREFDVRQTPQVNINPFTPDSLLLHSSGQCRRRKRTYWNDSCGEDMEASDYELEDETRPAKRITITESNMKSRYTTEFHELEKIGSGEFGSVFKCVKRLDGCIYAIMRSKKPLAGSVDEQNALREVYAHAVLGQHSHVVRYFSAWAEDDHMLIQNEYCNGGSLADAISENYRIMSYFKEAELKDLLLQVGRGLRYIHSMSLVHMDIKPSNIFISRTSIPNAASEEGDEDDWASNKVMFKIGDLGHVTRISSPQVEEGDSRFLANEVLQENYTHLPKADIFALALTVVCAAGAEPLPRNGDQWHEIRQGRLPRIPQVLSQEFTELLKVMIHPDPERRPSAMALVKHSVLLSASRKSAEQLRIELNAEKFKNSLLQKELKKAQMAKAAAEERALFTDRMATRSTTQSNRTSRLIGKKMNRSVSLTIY
BaF3 tox – parental Ba/F3 viability inhibition as JAK2V617F counter-screen; CellTiter-Glo ATP luminescence; inhibition, % at 5.6 µM; actives 1.1% (n = 220,000);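 active = inhibition above a per-campaign cutoff, the mean inhibition of all tested compounds plus 3 SD, cut at about 27% in these data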;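 note: 0% = DMSO wells and 100% = JAK Inhibitor I control wells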
RBBP9 inhibitor – inhibitors of human serine hydrolase RBBP9; O75884; recombinant RBBP9, FP-Rh probe fluorescence polarization; inhibition, % at 7.94 µM; actives 0.2% (n = 220,000);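 active = inhibition above the campaign mean of all tested compounds plus 3 SD, cut at about 14% in these data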;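 note: plate controls were DMSO wells with RBBP9 for no effect and wells lacking RBBP9 protein for full effect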
Target sequence (O75884 whole entry, looked up): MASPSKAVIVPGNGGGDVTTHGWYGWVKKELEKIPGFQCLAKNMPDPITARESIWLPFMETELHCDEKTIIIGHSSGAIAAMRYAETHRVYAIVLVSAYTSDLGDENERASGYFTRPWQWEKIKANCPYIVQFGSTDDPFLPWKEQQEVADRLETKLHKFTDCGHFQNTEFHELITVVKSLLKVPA
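System: RBBP9 protein / Quantity: 2.5 µM RBBP9 dispensing solution, before mixing / Also added: Serine-hydrolase probe FP-Rh, 375 nM pre-mixing / Dosing: 7.94 µM single dose, 0.794% DMSO / Timing: enzyme-compound preincubation 30 min, then probe labeling 45 min, 25 °C / Signal: FP readout at 525/598 nm / Controls: DMSO-treated enzyme wells and wells lacking RBBP9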
Numbers without * were called inactive; / = no result given; [ ] = dose if it differs, or a comment.

Results follow in this order: Ba/F3 V617F tox	TRPML3 ag	CHOP inhibitor	zfTRPN1 agonist	PPC-1+TRAIL kill	TNF necrop inh	Wee1 stabilizer	BaF3 tox	RBBP9 inhibitor
- CC1C/C(=N\NC(N)=S)c2cc(Cl)ccc2S1 (stereo not given)
    -1	0.3	-10	-0.1	6	-12	1	4	-6
- O=C(CN(c1ccccc1)S(=O)(=O)c1ccccc1)NCCSc1nc2ccccc2s1
    -3	-0.1	21	-1.9	26	-7.8	-1	-3	-1
- COc1ccc2cc3cc(C(=O)NC(C)C)oc3nc2c1
    -3	1.0	-25	-0.2	3	-0.6	-1	3	-2
- COc1cc(OC)cc(C(=O)NC(=S)NCCc2ccccc2)c1
    0	-0.4	-28	-0.9	14	0.1	-1	9	-5
- Cc1ccc(OCCSc2nc3ncnc(N)c3[nH]2)cc1
    3	-0.6	22	-0.4	10	-2.0	3	4	-5
- CCCC(=O)NC(=S)Nc1cccc(Cl)c1N1CCCC1
    2	0.6	81*	-2.4	11	1.1	-2	6	-8
- Cc1ccc(NC(=O)CCC(=O)NNC(=O)Cc2ccccc2)cc1C
    0	-0.4	26	-2.4	-1	-1.6	-2	0	-7
- COC(=O)c1ccc(CN2C(=O)NC3(CCC(C)CC3)C2=O)o1 (stereo not given)
    -1	-0.1	16	1.5	-14	1.6	-2	2	0
- CCOc1ccccc1C(=O)N(CCC(=O)OC)c1ccccn1
    3	0.6	11	-0.8	3	-1.0	0	5	0
- Cc1nn(C)cc1/C=N/n1nnnc1N
    -1	0.1	15	1.8	25	-0.6	-2	5	-8
- O=C(Oc1ccc2ccccc2c1)c1cncc(Br)c1
    3	0.1	94*	0.1	30	-0.8	-2	5	-5
- CC(C(=O)NNS(=O)(=O)c1cccc(C(F)(F)F)c1)n1nnc(N2CCOCC2)n1 (stereo not given)
    -2	0.8	-7	-0.4	10	0.1	-2	-5	-3
- COc1cc(CNCCSc2nnnn2C)cc(Br)c1OCc1ccc(F)cc1
    -3	-1.3	19	-2.2	25	-3.9	0	3	-4
- COc1cc(CN2CC(C)OC(C)C2)cc(OC)c1 (stereo not given)
    1	0.0	/	-0.8	/	-0.5	-2	2	0
- CS(=O)(=O)N(Cc1ccccc1)c1ccc(C(=O)N2CCOCC2)cc1
    -3	0.1	-22	0.4	5	-0.2	-1	3	2
- COc1ccc(C)cc1S(=O)(=O)N(C)CC(=O)NC1CCCCCC1
    2	0.1	14	1.8	-7	1.1	0	8	2
- CCOc1nc2c(c(-c3cccs3)c1C#N)Cc1ccccc1-2
    -2	0.6	28	2.2	-16	1.4	-3	-1	0
- C=CCn1c(O)c(N=NC(=O)CNC(=O)/C=C/c2ccc(OC)cc2)c2ccccc21
    -3	-0.2	33	-1.9	14	1.9	0	-6	-2
- O=C(Nc1ccc(S(=O)(=O)Nc2ncccn2)cc1)c1ccc(Br)o1
    4	0.7	11	1.2	15	0.1	3	4	-8
- O=C(c1ccc(Cl)cc1)N1CCN(C(=O)c2ccco2)CC1
    3	0.1	15	-0.3	20	0.2	-1	2	0
- Cc1cccc(OC(=O)C2C(c3ccccc3)C(C(=O)O)C2c2ccccc2)c1 (stereo not given)
    -5	0.7	30	-1.2	0	-0.6	-4	2	-4
- O=[N+]([O-])c1cc(/C=N/N2CCN(c3ccccc3)CC2)ccc1Cl
    0	0.6	4	0.5	-3	2.0	1	4	0
- CCOc1ccc(-n2cc(C(=O)N3CCC(C)CC3)c3cc(OC)c(OC)cc3c2=O)cc1
    -2	-0.6	0	1.0	9	-1.0	3	1	-4
- CCNC(=S)Nc1cc(OC)c(NC(=O)c2ccco2)cc1OC
    1	0.5	33	1.1	1	1.4	3	6	-5
- CC1(c2cccc([N+](=O)[O-])c2)CC(C)(C)N(C(=O)c2ccccc2)c2ccccc21 (stereo not given)
    1	0.7	29	0.2	6	0.9	-4	5	-11
- S=c1[nH]nc(C(c2ccccc2)C2CCCCC2)o1 (stereo not given)
    -2	0.7	21	-0.2	10	-0.6	1	0	-3
- O=P(CCCCCCCCCP(=O)(c1ccccc1)c1ccccc1)(c1ccccc1)c1ccccc1
    -1	-1.0	100*	-1.9	13	-4.0	-1	3	6
- COc1ccc(Cl)cc1S(=O)(=O)N1CCCC1=O
    -2	1.2	7	0.1	-2	0.3	10.0*	3	-1
- Cc1cc(S(=O)(=O)NCCN(C)C)c(C)s1
    0	1.4	-33	1.9	24	-3.0	-4	2	-9
- O=C(Nc1ncc(Cc2ccc(Cl)cc2Cl)s1)c1ccc([N+](=O)[O-])cc1
    1	0.6	59	-0.1	-4	1.9	3	4	-7

4 entries from above, with each value named.
> O=C(Nc1ccc(S(=O)(=O)Nc2ncccn2)cc1)c1ccc(Br)o1
- Ba/F3 V617F tox: 4
- TRPML3 ag: 0.7
- CHOP inhibitor: 11
- zfTRPN1 agonist: 1.2
- PPC-1+TRAIL kill: 15
- TNF necrop inh: 0.1
- Wee1 stabilizer: 3
- BaF3 tox: 4
- RBBP9 inhibitor: -8
> O=C(c1ccc(Cl)cc1)N1CCN(C(=O)c2ccco2)CC1
- Ba/F3 V617F tox: 3
- TRPML3 ag: 0.1
- CHOP inhibitor: 15
- zfTRPN1 agonist: -0.3
- PPC-1+TRAIL kill: 20
- TNF necrop inh: 0.2
- Wee1 stabilizer: -1
- BaF3 tox: 2
- RBBP9 inhibitor: 0
> Cc1cccc(OC(=O)C2C(c3ccccc3)C(C(=O)O)C2c2ccccc2)c1 (stereo not given)
- Ba/F3 V617F tox: -5
- TRPML3 ag: 0.7
- CHOP inhibitor: 30
- zfTRPN1 agonist: -1.2
- PPC-1+TRAIL kill: 0
- TNF necrop inh: -0.6
- Wee1 stabilizer: -4
- BaF3 tox: 2
- RBBP9 inhibitor: -4
> O=[N+]([O-])c1cc(/C=N/N2CCN(c3ccccc3)CC2)ccc1Cl
- Ba/F3 V617F tox: 0
- TRPML3 ag: 0.6
- CHOP inhibitor: 4
- zfTRPN1 agonist: 0.5
- PPC-1+TRAIL kill: -3
- TNF necrop inh: 2.0
- Wee1 stabilizer: 1
- BaF3 tox: 4
- RBBP9 inhibitor: 0

New compounds follow.
Results follow in this order: Ba/F3 V617F tox	TRPML3 ag	CHOP inhibitor	zfTRPN1 agonist	PPC-1+TRAIL kill	TNF necrop inh	Wee1 stabilizer	BaF3 tox	RBBP9 inhibitor
- Cc1c(NC(=O)C23CC4CC(CC(C)(C4)C2)C3)c(=O)n(-c2ccccc2)n1C
    -2	0.7	20	2.7	-17	0.0	1	0	1
- Clc1ccc(CNc2nnnn2-c2ccccc2)c(Cl)c1
    4	-0.6	57	0.0	25	-0.6	-1	3	-18
- Cc1ccccc1-n1c(SCc2c(C)noc2C)nnc1-c1ccncc1
    -4	-0.1	-5	-1.2	4	-2.3	-1	3	-5
- CCC1SC2=NC(C)=C(C(=O)OC)C(c3ccc(C)cc3)N2C1=O (stereo not given)
    2	-0.2	23	-0.3	0	-2.3	-2	4	-8
- CCOc1c(Cl)cnn(-c2ccc(C)cc2)c1=O
    -1	0.0	-3	-0.8	5	-0.3	2	3	-6
- COc1cc(C(=O)NCC(=O)OCCN2C(=O)c3ccccc3C2=O)cc(OC)c1OC
    -2	0.6	17	0.7	16	0.2	8	5	-3
- CCOC(=O)C(NC(=O)CC)(Nc1ccccc1OC)C(F)(F)F (stereo not given)
    0	0.3	-2	1.0	23	-2.6	0	-1	-10
- COc1ccc(NCc2n[nH]nc2-c2ccccc2)cc1Cl
    -2	0.1	17	-1.1	24	1.3	2	1	-5
- CC(C)CNC(=O)COC(=O)c1cc(S(=O)(=O)N2CCCCC2)ccc1N1CCOCC1
    -1	0.3	25	0.1	15	0.7	0	1	-3
- Nc1nc(-c2ccc(Br)cc2)cs1
    4	-1.1	-6	-1.8	24	-6.2	4	6	-5
- COC(=O)CSc1nnc(-c2cccnc2)n1C
    -2	0.7	17	-0.1	-17	-1.0	1	3	-5
- Cc1nn(Cc2cccc(F)c2)c(C)c1NC(=O)c1c(Cl)cnn1C
    0	0.3	-6	0.6	28	1.0	3	-4	-4
- CCC1CCC(C(=O)NC(CCSC)C(=O)NCCN(CC(C)C)CC(C)C)CC1 (stereo not given)
    3	-0.4	60	-2.0	5	-1.4	-1	4	-3
- COc1ccc(C(=O)N[C@H](C(=O)NCC2CCCCC2)C(C)C)cc1
    -2	-0.8	13	0.9	3	-0.5	2	1	-8
- O=C(Nc1ccccc1C(=O)NC1CCCCC1)c1ccco1
    -5	-0.7	17	-0.2	3	-1.1	-2	-1	-10
- CC(=O)C1=C(O)C(=O)N(CCCCCC(=O)O)C1c1ccc(N(C)C)cc1 (stereo not given)
    -1	0.7	2	-0.2	22	-0.6	-4	5	2
- COCc1[nH][nH]c(=O)c1C=Nc1ccc(F)cc1F
    -3	0.2	23	-0.7	10	0.4	0	2	6
- CC1(C)NC(=O)N(c2ccccc2Cl)C1(C)NO (stereo not given)
    1	0.6	3	0.8	-6	1.8	0	10	2
- Cc1ccccc1Nc1nc(N)nc(CSc2nc3ccccc3c(=O)n2CCCO)n1
    0	0.8	35	4.7	4	-7.2	-1	3	3
- COC(=O)c1ccc(N(C(=O)c2ccco2)C(C(=O)NC2CCCC2)c2ccco2)cc1 (stereo not given)
    -5	-0.2	-23	0.1	30	-0.3	-2	-4	2
- CC(=O)Nc1ccc(S(=O)(=O)N2CCN(CC(O)COc3ccc4ccccc4c3)CC2)cc1 (stereo not given)
    2	2.1	34	3.8	16	-2.0	0	12	-8
- CC(C)Cn1c(SCC(=O)Nc2ncccn2)nc2ccccc21
    0	0.5	17	-0.6	7	0.9	1	0	-5
- Clc1ccc(C2=C3CCCCn4c(-c5ccccc5)c[n+](c43)C2)cc1
    -4	-0.1	15	-0.3	26	-2.0	-3	1	-6
- CN(C)c1nc(C(=O)OCCO)nc(N(C)C)n1
    1	0.6	32	0.3	-7	0.1	1	3	7
- Cc1cccc(NC(=O)CSc2nccn2C)c1
    -3	0.1	/	0.2	/	0.8	4	3	3
- Clc1ccc(-c2nnc(SCc3ccon3)o2)c(Cl)c1
    -1	0.4	-7	0.0	44[5 µM]	-0.3	4	5	-11
- COc1ccc(CC2S/C(=C(\C#N)C(=O)NCc3ccco3)N(c3ccc(C)cc3)C2=O)cc1 (stereo not given)
    -4	0.9	21	-0.3	8	-2.5	-2	-2	-7
- CCCCn1c(=O)n(CC(=O)Nc2ccc(OC)c(Cl)c2)c(=O)c2c1nc(CO)n2CCC
    7	0.1	5	0.5	11	-2.9	-1	3	-2
- O=C(CSc1nc(C2CCCCC2)n(-c2ccccc2)n1)NCC(F)(F)F
    8	-1.0	16	-0.1	26	0.0	0	9	-5
